Compound activity: PubChem, Broad Institute
PAX8 reporter: lowers PAX8-driven luciferase in RMG-I cells; RMG-I TPO-luciferase reporter, SteadyGlo, 24 h; inhibition, % at 12.6 µM; 360,000 compounds, 1.2% hits; AID 652154;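 active = mean replicate inhibition at least 60% with every replicate also reaching 60%; inconclusive = only one of the two criteria is met; inactive = mean below 60% and not all replicates reaching 60%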;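 note: luciferase light reporting Pax8 driven TPO promoter activity; plate controls were median of neutral control wells for no effect and mitoxantrone controls for full effect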
PGC1a acetyl inh: PGC1a acetylation modulation, inhibitor mode; U2OS PGC1a acetylation, AlphaScreen anti-acetyl-lysine; with virally co-expressed GCN5 acetyltransferase; 350,000 compounds, 0.17% hits; inhibition, % at 15.6 µM; AID 651687;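 active = every replicate shows inhibition of at least 40%; inconclusive = mean inhibition at least 40% but some replicate below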;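 note: 0% = neutral control wells and 100% = positive control wells; some results beyond the cut were filed as inactive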
Casp6 inh: blocks human caspase-6 cleavage activity. P55212. purified caspase-6, Z-VEID-R110 cleavage fluorescence. inhibition, % at 12.5 µM. 350,000 compounds, 0.53% hits. AID 686996;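 active = mean inhibition across replicates at least about 35%, with every replicate also reaching that limit, limit read from the data; inconclusive = only one of the two criteria met; inactive = neither criterion met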;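 note: 0% = median of neutral control wells and 100% = no fluorescence left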
Target sequence (P55212 24-179 limits assumed): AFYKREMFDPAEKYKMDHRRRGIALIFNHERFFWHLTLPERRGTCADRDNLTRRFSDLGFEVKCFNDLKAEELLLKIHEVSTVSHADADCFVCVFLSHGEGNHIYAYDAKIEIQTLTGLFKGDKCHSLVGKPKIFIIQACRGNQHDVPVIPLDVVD
Target sequence (P55212 194-293 limits assumed): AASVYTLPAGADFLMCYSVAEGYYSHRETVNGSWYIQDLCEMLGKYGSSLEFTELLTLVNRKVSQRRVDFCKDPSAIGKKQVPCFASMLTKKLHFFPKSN
LGR2 antag: inhibitors of bursicon-induced Drosophila LGR2 receptor cAMP signaling. HEK293 LGR2, CRE-luciferase, bursicon-stimulated, 4 h. inhibition, % at 9.99 µM. 380,000 compounds, 0.35% hits;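 active = drop in luminescence signal, shown as inhibition above about 50% in the replicate tests, limit read from the data, passing the limit was not always enough; inconclusive = probably only some replicates passing the limit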;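 note: agonist challenge used bursicon conditioned medium at about half maximal strength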
FN deposition inh: fibronectin deposition inhibition; AH1F fibroblasts, Alexa488-fibronectin deposition fluorescence, overnight; inhibition, % at 12.6 µM; 350,000 compounds, 0.086% hits; AID 743247;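 active = mean inhibition across replicates of 30% or more, regardless of how many single replicates reach that level; inconclusive = mean under 30% yet at least half of replicates reach 30%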;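 note: positive control wells lacked labelled fibronectin entirely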
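Material: AH1F fibroblast monolayer depositing Alexa488-labelled fibronectin into matrix / Amount: 10000 AH1F cells per well / Signal: fluorescence 485/525 nm / Medium: DMEM, 2% serum / Compound: single dose, pinned / Incubation: 1 h cell adhesion before compound, then overnight fibronectin incubation / Reagent: Alexa488-FN, 24 nM final / Read-out: inhibition of fibronectin deposition signal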
Cneo AK release: causes C. neoformans cell lysis; adenylate kinase release luminescence, 4 h; normalised: neutral wells 0, clomiphene wells 100; lysis activity, % at 15 µM; 360,000 compounds, 0.2% hits; AID 651654;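 active = mean lysis activity across replicates of at least 80%, whatever share of replicates individually reach that level; inactive = mean lysis activity below 80%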
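Test system: log-phase Cryptococcus neoformans yeast cells; Quantity: yeast cell density of 5 × 10^6 cells/mL; Buffer or medium: YPD; Doses: single compound concentration per well; Timing: 4 h at 37 °C static, read 1 h later; Measured by: AK luminescence; Read-out basis: lysis from increased AK signal; Control set: Clomiphene as positive control.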
miR-122 sensor: blocks miR-122 activity in Huh7 sensor cells | Huh7 miR-122 Renilla luciferase sensor, 48 h; neutral wells = 0, positive control = 100 | 340,000 compounds, 0.3% hits | activation (reporter increase), % at 12.5 µM;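 active = mean replicate activation score at least 90 and every replicate individually at or above 90; inconclusive = only one of the two criteria met; inactive = neither criterion met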;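 note: higher luciferase means less miR-122 activity so hits act as miR-122 inhibitors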
EWS-Fli inh: EWS/Fli transcriptional activity inhibition; inhibition, % at 12.6 µM; 350,000 compounds, 0.67% hits; A673 NR0B1-luciferase reporter, viability-normalised; AID 651661;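 active = mean inhibition of at least 50% after viability correction, with every replicate also passing that limit; inconclusive = mean reaches 50% but only one of two replicates passes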;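 note: firefly luciferase signal divided by Alamar Blue viability fluorescence both relative to DMSO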
Starred values were filed as active, the others as inactive; ? = inconclusive; . = no result given; [ ] = another dose, or the depositor's remark.

SMILES | PAX8 reporter | PGC1a acetyl inh | Casp6 inh | LGR2 antag | FN deposition inh | Cneo AK release | miR-122 sensor | EWS-Fli inh
CC(=O)C(Cc1ccccc1)NC(=O)CN(C)Cc1ccccc1Cl (centres undefined) | 2 | 0 | 1 | -5 | 2 | 2 | 17 | 0
COc1ccc(NC(=O)N(C)C[C@@H]2OCCCC[C@@H](C)Oc3ccc(NS(=O)(=O)c4ccc(OC)cc4)cc3C(=O)N([C@@H](C)CO)C[C@@H]2C)cc1 | 12 | -7 | -3 | 5 | 1 | . | . | .
CN(C(=O)COC(=O)c1cc2c(s1)CCCCC2)C1CCS(=O)(=O)C1 (centres undefined) | . | -1 | -2 | 1 | -4 | 3 | . | .
O=C(NCCc1ccc(Cl)cc1)C1CCC(=O)N1Cc1ccc(F)cc1 (centres undefined) | 0 | -5 | 0 | -16 | -1 | 2 | 3 | 6
COC(=O)[C@@H]1[C@@H](CO)[C@@H]2Cn3c(ccc(-c4ccncc4)c3=O)[C@@H]2N1Cc1ccccc1F | -7 | 1 | 6 | -6 | -4 | 2 | 10[16.7 µM] | 8
COc1ccc(Nc2nnc(-c3ccccc3)c3ccccc23)cc1C(=O)N1CCCCC1 | 12 | -4 | 0 | . | 5 | -2 | -4 | 9
Cc1cc(C(=O)NC(C)CCc2ccccc2)ccc1[N+](=O)[O-] (centres undefined) | -6 | . | 1 | 4 | 0 | -1 | . | -7
O=C(C[C@H]1CC[C@@H]2[C@H](COC[C@@H](O)CN2C(=O)C2CC2)O1)NCc1ccncc1 | 0 | 10 | 2 | -3 | -13 | -7 | 2[16.7 µM] | 1
N#Cc1c(-c2ccccc2)cc(-c2ccccc2)nc1SCCC(=O)O | 21 | -3 | 6 | -14 | 1 | 0 | -1 | 11
COC(=O)C1=C(C)N(Cc2ccc(C(F)(F)F)cc2)C(=NCc2ccccc2C(F)(F)F)NC1c1ccc(C(F)(F)F)cc1 (centres undefined) | 26 | . | -4 | -2 | 10 | . | . | 34
CCOc1ccc(NC(=O)C2Cc3ccccc3CN2S(=O)(=O)CC)cc1 (centres undefined) | -7 | . | -6 | -39 | 3 | 1 | 7 | -6
Cc1ccc([N+](=O)[O-])cc1NC(=O)C[n+]1ccccc1 | 5 | 1 | 4 | 6 | 0 | . | . | -9

The last 2 compounds of the section before come first, to join the parts.
SMILES | PAX8 reporter | PGC1a acetyl inh | Casp6 inh | LGR2 antag | FN deposition inh | Cneo AK release | miR-122 sensor | EWS-Fli inh
CCOc1ccc(NC(=O)C2Cc3ccccc3CN2S(=O)(=O)CC)cc1 (centres undefined) | -7 | . | -6 | -39 | 3 | 1 | 7 | -6
Cc1ccc([N+](=O)[O-])cc1NC(=O)C[n+]1ccccc1 | 5 | 1 | 4 | 6 | 0 | . | . | -9
O=[N+]([O-])c1cccc(/C=C/c2nc(C=Nc3ccc4ccccc4c3)c(O)o2)c1 | . | 0 | . | 1 | -5 | 5 | 1 | .
O=C(CNC(=S)N(CCCN1CCOCC1)Cc1cccs1)NC1CC1 | 6 | . | . | -19 | 10 | 3 | 10 | .
COc1cccc(CNC(=O)[C@H]2[C@H](CO)[C@H]3Cn4c(ccc(-c5cncnc5)c4=O)[C@H]3N2C)c1 | 2 | . | -1 | -16 | -4 | -1 | -3[16.7 µM] | 0
CC(C)c1ccc(NC(=O)CSc2n[nH]c(=O)n2Cc2ccco2)cc1 | 3 | 7 | 2 | 9 | 4 | -3 | 18 | 23
CCC(=O)Nc1ccc(NC(=O)CSc2nnc(-c3ccco3)n2C)cc1 | -11 | . | -2 | 7 | -4 | -2 | . | -1
Cc1ccc(Cn2c(N3CCCCCC3)nc3c2c(=O)[nH]c(=O)n3C)cc1 | . | -5 | . | 18 | . | 0 | -1 | .
CC1(c2nnnn2Cc2ccccc2)CCC(=O)N1CCOc1ccccc1 (centres undefined) | -15 | . | 16 | -6 | -8 | . | . | -5
COCCN(CCOC)C(=O)c1c[nH]c2ccc(S(=O)(=O)N(C)c3ccc(F)cc3)cc2c1=O | . | -2 | . | . | 8 | -7 | 1 | .
CC(C)(C)c1nnc(NC(=S)Nc2ccccc2)s1 | -218 | 11 | 1 | -84 | . | . | -4 | -89
COCCN1CCC(CNCc2c(C(=O)N3CCCCC3)nc3c(C)cccn23)C1 (centres undefined) | -7 | 2 | -72 | 7 | 0 | . | . | -1
O=C(Cn1c(=O)oc2ccccc21)Nc1n[nH]c(=S)s1 | -5 | . | 12 | 9 | 6 | . | . | -10
CCN(c1ccccc1)S(=O)(=O)c1ccc(Cl)c(C(=O)N2CCCC2)c1 | -17 | 0 | 0 | 6 | -1 | 0 | 24 | -3
CCOC(=O)N1CCN(CC(O)c2c[nH]c3ccccc23)CC1 (centres undefined) | 15 | . | 0 | 10 | -2 | -4 | 2 | 6
Cc1coc2cc3oc(=O)c(CCC(=O)N4CCC(C(=O)O)(c5ccccc5)CC4)c(C)c3cc12 | . | 4 | -9 | -23 | . | -3 | 8 | 1
COC(=O)C[C@H]1C[C@@H]2c3cc(NC(=O)C4CCOCC4)ccc3O[C@@H]2[C@H](CO)O1 | 1 | 4 | 0 | -3 | 3 | -6 | -2[16.7 µM] | -6
COc1cc(C(=S)N2CCOCC2)cc(OC)c1OC | 16 | -2 | -2 | 16 | 11 | 4 | 8 | 5
CC1CCCC(NC(=O)C2CCC(CNc3c(N4CCCC4)c(=O)c3=O)CC2)C1C (centres undefined) | 3 | 1 | -1 | 4 | 2 | -2 | -3 | 5
CC(=O)NC(c1cccc(F)c1)c1nc(-c2cccc(C(F)(F)F)c2)cs1 (centres undefined) | 11 | 3 | -2 | 3 | -2 | -2 | -5 | 6
O=C(Nc1ccon1)Nc1ccc(Cl)cc1Cl | -52 | . | 2 | 0 | 3 | -2 | . | -29
Cc1cc(Br)ccc1SCC(=O)OCC(=O)Nc1ncc(C(F)(F)F)cc1Cl | -2 | 1 | . | 9 | 3 | -5 | -3 | .
Cc1c(Cl)cccc1NC(=O)[C@@H](NC(=O)c1ccccc1Cl)C(C)C | 2 | . | . | 13 | 5 | . | . | 1
Cc1ccc(S(=O)(=O)N[C@H]2CC[C@@H](CC(=O)NC3CCCCC3)O[C@H]2CO)cc1 | -4 | 4 | 2 | 1 | -6 | -5 | . | 2
CC(=O)N(Cc1cccnc1)Cc1cc2ccc(C)cc2[nH]c1=O | 6 | . | . | . | -5 | 0 | 9 | .
Cc1ccc(S(=O)(=O)N(C)C[C@H]2Oc3ccc(NC(=O)NC(C)C)cc3CC(=O)N([C@@H](C)CO)C[C@H]2C)cc1 | 11 | 6 | -2 | -2 | . | 0 | 0[16.7 µM] | 3
O=C(CN1CCN(c2ccccn2)CC1)Nc1ccccc1C(=O)Nc1ccccc1 | . | . | -1 | -2 | -5 | -2 | 1 | 5
O=C(C[C@H]1C=C[C@@H](NC(=O)c2ccncc2)[C@H](CO)O1)NCC1CC1 | 3 | -7 | 1 | 5 | -3 | 10 | 15[16.7 µM] | 2
COC(=O)c1cnn2c3c(c(C)nc12)CCCC3 | . | -3 | . | -9 | 1 | -4 | -6 | .
Cc1cccc2cc(C#N)c(SCC(=O)Nc3ccccc3N3CCOCC3)nc12 | 4 | -1 | . | . | -2 | 0 | 7 | .
Cc1cc(C)nc(-n2ncc(C#N)c2N)n1 | 7 | . | 3 | 14 | -5 | . | . | -4
NC(=O)c1c(NC(=O)c2cnccn2)sc2c1CCCC2 | -101 | 2 | -5 | -50 | 1 | . | 6 | -81
COCCN(Cc1nc2ccccc2c(=O)[nH]1)C(=O)COc1ccccc1-c1ccccc1 | 17 | 4 | 6 | 14 | -5 | 3 | -3 | -28
Cc1ccc(NC(=O)c2n[nH]c(=O)c3ccccc23)cc1S(=O)(=O)N1CCOCC1 | 11 | . | 2 | -4 | 10 | . | . | 7
O=C1CC(c2ccccc2)=NN1c1ccc([N+](=O)[O-])cc1 | -12 | 3 | 1 | -16 | -5 | . | . | -106
CC(C)c1ccccc1NC(=O)Nc1nnc([C@@H]2C[C@H](O)[C@@H](CO)O2)s1 | -13 | . | -1 | -5 | . | 4 | 14 | -16
CC(O)CNCc1ccc(-c2ccccc2)cc1 (centres undefined) | . | 15 | . | -29 | -8 | 2 | 4 | .
C/C=N\NC(=O)CNC(=O)CNC(=O)c1ccccc1 | 9 | -10 | -1 | 10 | -5 | . | 1 | 10
CC(C)(C)c1ccc(/C=N/NC(=S)NC2CCCCC2)cc1 | 23 | . | 0 | 3 | 0 | . | . | 18
N#Cc1ccc(C2N=C(c3ccccc3)NO2)cc1 (centres undefined) | -220 | . | 2 | -71 | -2 | -1 | 4 | -86
CCOC(=O)C1=CC[C@@H](c2cc3ccc(OC)cc3n2C)N(S(=O)(=O)c2ccc(C)cc2)[C@H]1C(=O)OCC | -18 | 2 | -2 | -4 | -5 | 0 | -5 | -1
O=C(CN1CCCc2ccccc21)NCc1ccc2c(c1)OCO2 | . | -5 | . | . | -3 | 0 | 3 | .
CCOC(=O)C1CCN(C(=O)Cn2cnc3sc(C)c(S(=O)(=O)N4CCC(C)CC4)c3c2=O)CC1 | 6 | . | 0 | 2 | -2 | 0 | . | 6
CCCNC(=O)c1ccc(S(=O)(=O)c2ccc(OC)cc2)c([N+](=O)[O-])c1 | ? | -7 | 4 | 26 | -8 | -1 | 0 | 25
CCc1ccccc1NC(=O)c1ccc(-c2csc(C)n2)cc1 | -150 | 17 | 1 | -28 | -1 | -1 | 10 | -94
COc1ccc2c3c([nH]c2c1)[C@H](CO)N(C(=O)Nc1c(C)noc1C)CC31CCN(CC2CC2)CC1 | -17 | . | -4 | 1 | . | . | . | -2
C[C@H](CO)N1C[C@H](C)[C@H](CN(C)C(=O)Nc2ccc(F)cc2)Oc2ccc(NS(=O)(=O)c3ccccc3)cc2CC1=O | 8 | -2 | 0 | -21 | -3 | -1 | 5[16.7 µM] | 1
CCOCCCn1cnc2c(c1=O)c1nc3ccccc3nc1n2-c1ccc(C)cc1 | . | 0 | . | 12 | 0 | 2 | -7 | .
O=C(COc1ccccc1)Nc1ccc2oc(=O)ccc2c1 | -22 | 1 | 0 | -9 | 7 | 2 | -4 | -8
CCOc1ccc(C(=O)Nc2ccccc2-c2ccccc2)cc1Cl | . | -6 | . | 3 | . | -4 | -6 | .
NC(=O)c1ccc(Br)c(S(=O)(=O)N2CCCCC2)c1 | . | -3 | 0 | -2 | . | 0 | -6 | -7
CCOC(=O)C1=C(CC)Nc2ccccc2N=C1NC(=O)CCNC(C)=O | -6 | -2 | -1 | 7 | -10 | 1 | -1 | 4
CCn1c(SCC(=O)O)nnc1C1CCCCC1 | . | 3 | 6 | 4 | . | 1 | . | -10
C[C@@H]1CN([C@@H](C)CO)S(=O)(=O)c2ccc(C#CC3CC3)cc2O[C@@H]1CN(C)C(=O)Nc1cc(F)ccc1F | . | -3 | . | -1 | . | . | -5[16.7 µM] | 2
Cc1cc(NC(=O)Nc2ccc(Cl)c(Cl)c2)no1 | -16 | -3 | -2 | -16 | 0 | -5 | -2 | -32
